Assay outcomes as filed in PubChem BioAssay.
PLK1 kinase inh – PLK1 (human) kinase inhibition | P53350 | recombinant PLK1 kinase, TR-FRET peptide phosphorylation | inhibition, % at 10 µM | 97,000 compounds, 0.53% hits | AID 619;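 active = inhibition of 50% or more in the single-concentration screen; inactive = inhibition below 50%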;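 note: 0% = DMSO max control and 100% = H-89 dihydrochloride min control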
CD11b adhes inh – blocks human CD11b/CD18 adhesion to fibrinogen. P05107+P11215. K562 CD11b/CD18 adhesion to fibrinogen, ATPlite luminescence; Mn2+ added to activate the integrin. inhibition, % at 10 µM. 93,000 compounds, 0.54% hits;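 active = primary inhibition of 50% or more at 10 µM, then 40% or more on retest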; note: some results filed as inactive read as strong as hits
ERa coact pot – enhances coactivator binding to human estrogen receptor alpha; TR-FRET ERalpha-LBD/SRC-Cy5 coactivator binding, 2 h; 100 = basal binding, no effect; coactivator binding (% of control), % at 25.6 µM; 86,000 compounds, 1.3% hits; in the data active = activity above about 200%;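 note: binding measured in presence of low estradiol as agonist stimulus; 0% = peptide alone without receptor and 100% = receptor with peptide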
CD11b adhes enh – enhancers of human CD11b/CD18 binding to fibrinogen; K562 CD11b/CD18 adhesion to fibrinogen, ATPlite luminescence; activation, % at 10 µM; 93,000 compounds, 0.07% hits;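 active = 10 µM primary screen giving 50% or more activity, confirmed by 40% or more on retest at that dose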; note: strong numbers were not always called active
Rev-RRE block – disrupts HIV-1 Rev binding to RRE RNA | inhibition, % at 8 µM | AID 704 | 97,000 compounds, 0.79% hits | Rev peptide-RRE RNA binding, FRET;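 active = inhibition above the screen-wide mean plus 3 SD, cut at about 35% in these data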;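 note: 0% = median DMSO wells and 100% = median Neomycin B control wells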
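System: Cy5-labelled duplex RRE RNA binding fluorescein-labelled HIV Rev peptide; Signal: fluorescein-to-Cy5 FRET, 480 nm excitation; Also added: labelled Rev peptide; Compound: one concentration, 8 µM nominal; Buffer or medium: HEPES pH 7.5 salt buffer with EDTA; Read-out: % inhibition of FRET ratio versus controls; Schedule: 5 min preincubation and 15 min binding, 25 °C.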
ERa SRC1 inh – blocks coactivator binding to human estrogen receptor alpha; inhibition, % at 25.6 µM; TR-FRET ER-alpha LBD / SRC-1 peptide, estradiol-bound; P03372; 86,000 compounds, 1.7% hits; AID 629; in the data active = inhibition above about 50%;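 note: 0% = receptor plus peptide control and 100% = peptide only without receptor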
ERb coact inh – blocks coactivator binding to human estrogen receptor beta | TR-FRET ER-beta LBD / SRC1-Cy5 peptide binding; receptor agonist-loaded with 1 µM estradiol | inhibition, % at 25.6 µM | 86,000 compounds, 1.3% hits;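 active = compounds whose percent inhibition of the receptor-coactivator binding signal exceeds about 50% in the single-dose screen, limit read from the data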;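 note: 0% = receptor plus peptide wells without compound and 100% = peptide-only wells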
PLK1 PBD inh – blocks phosphopeptide binding to human Plk1 polo box domain | 97,000 compounds, 0.13% hits | Plk1 PBD phosphopeptide binding, fluorescence polarization | inhibition, %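 (tested at about 20 µM)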 | P53350 | AID 693; in the data active = inhibition above about 34%, passing the limit was not always enough
FAK inh – FAK (human) kinase inhibition; AID 727; biochemical FAK kinase activity assay; inhibition, %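 (tested at 7 µM)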; 97,000 compounds, 0.84% hits; Q05397; in the data active = inhibition above about 19%;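 note: 0% = DMSO and 100% = reference compound high control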
Target sequence (Q05397 whole entry, looked up): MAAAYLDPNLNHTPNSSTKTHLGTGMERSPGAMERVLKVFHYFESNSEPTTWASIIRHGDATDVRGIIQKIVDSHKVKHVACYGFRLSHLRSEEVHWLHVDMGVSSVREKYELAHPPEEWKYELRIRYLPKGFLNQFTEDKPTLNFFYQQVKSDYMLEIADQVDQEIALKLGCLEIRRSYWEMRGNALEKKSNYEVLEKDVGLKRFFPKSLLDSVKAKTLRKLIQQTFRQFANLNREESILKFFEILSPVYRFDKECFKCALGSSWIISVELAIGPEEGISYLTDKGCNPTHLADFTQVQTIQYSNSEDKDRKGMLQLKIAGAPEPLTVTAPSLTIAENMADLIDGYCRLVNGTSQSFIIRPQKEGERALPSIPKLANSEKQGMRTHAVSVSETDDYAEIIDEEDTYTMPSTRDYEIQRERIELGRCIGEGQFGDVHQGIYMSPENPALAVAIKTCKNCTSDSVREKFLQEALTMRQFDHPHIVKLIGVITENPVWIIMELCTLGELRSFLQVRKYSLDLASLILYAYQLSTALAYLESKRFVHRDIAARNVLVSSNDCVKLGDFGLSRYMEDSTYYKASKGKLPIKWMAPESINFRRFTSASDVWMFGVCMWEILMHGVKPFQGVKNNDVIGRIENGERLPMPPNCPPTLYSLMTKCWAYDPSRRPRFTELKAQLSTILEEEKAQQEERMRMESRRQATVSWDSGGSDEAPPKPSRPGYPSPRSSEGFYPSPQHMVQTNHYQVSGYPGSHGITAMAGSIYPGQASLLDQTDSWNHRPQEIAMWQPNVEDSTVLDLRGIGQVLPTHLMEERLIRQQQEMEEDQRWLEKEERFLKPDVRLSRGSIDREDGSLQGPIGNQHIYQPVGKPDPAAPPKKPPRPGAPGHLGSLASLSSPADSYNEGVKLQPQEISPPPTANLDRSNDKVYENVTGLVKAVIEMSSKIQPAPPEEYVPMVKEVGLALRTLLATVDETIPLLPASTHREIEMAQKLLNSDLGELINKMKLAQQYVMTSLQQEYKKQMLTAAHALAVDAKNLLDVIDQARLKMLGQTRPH
* = called active by the depositor; [ ] = another dose, or the depositor's remark.

Cc1ccc(NS(=O)(=O)c2ccc(N3C(=O)CCC3=O)cc2)cc1 was read as PLK1 kinase inh -5, CD11b adhes inh -30, CD11b adhes enh -4, Rev-RRE block 1, PLK1 PBD inh 9 and FAK inh -1.
For CSc1ccc(S(=O)(=O)Nc2ccc3c(c2)OCCO3)cc1 the results were CD11b adhes inh 46, ERa coact pot 86, CD11b adhes enh -4, ERa SRC1 inh -3 and ERb coact inh -3.
Screening O=C(CC12CC3CC(CC(C3)C1)C2)NCc1ccncc1 returned PLK1 kinase inh -5, CD11b adhes inh -4, ERa coact pot 101, CD11b adhes enh 2, Rev-RRE block 7, ERa SRC1 inh -1, ERb coact inh 9, PLK1 PBD inh 12 and FAK inh -2.
`N#CC(C(=O)Nc1ccc(Cl)c(Cl)c1)=C1Nc2ccccc2N1` gave PLK1 kinase inh -5, CD11b adhes inh 3, ERa coact pot 46, CD11b adhes enh -2, Rev-RRE block 7, ERa SRC1 inh 79*[fluorescence artefact?], ERb coact inh 70*[fluorescence artefact?], PLK1 PBD inh -18 and FAK inh -2.
CC(=O)Nc1ccc(C(=O)c2ccccc2)cc1 was read as CD11b adhes inh 13, ERa coact pot 97, CD11b adhes enh 3, ERa SRC1 inh 18[fluorescence artefact?] and ERb coact inh -2[fluorescence artefact?].
For CCCOc1ccc(C(=O)NNC(=S)NC(=O)c2cc(-c3ccccc3)nc3ccccc23)cc1 the results were PLK1 kinase inh -5, Rev-RRE block 0, PLK1 PBD inh 29 and FAK inh -5.
For CCCC(=O)NC(=S)Nc1ccccc1C(=O)OC the results were PLK1 kinase inh -9, Rev-RRE block 1, PLK1 PBD inh 1 and FAK inh -1.
Screening COc1ccccc1N1CCN(C(=O)c2ccc(Cl)c(S(=O)(=O)NCc3ccco3)c2)CC1 returned PLK1 kinase inh -31, CD11b adhes inh 2, ERa coact pot 100, CD11b adhes enh 1, Rev-RRE block 4, ERa SRC1 inh 5, ERb coact inh 2, PLK1 PBD inh 6 and FAK inh 1.
Screening Cn1nc(-c2ccc(N3CCCCC3)c(NC(=O)c3ccco3)c2)c2ccccc2c1=O returned PLK1 kinase inh -18, CD11b adhes inh 0, ERa coact pot 114, CD11b adhes enh -3, Rev-RRE block 2, ERa SRC1 inh -22, ERb coact inh 1, PLK1 PBD inh 6 and FAK inh 7.
Screening CCOC(=O)C1=C(c2ccccc2)NC(=O)NC1c1ccc(N(C)C)cc1 (stereo not drawn) returned CD11b adhes inh -8, ERa coact pot 111, CD11b adhes enh -1, ERa SRC1 inh 2 and ERb coact inh 10[fluorescence artefact?].
For CCCC(=O)Nc1ccc(N2CCN(C(=O)CCC)CC2)cc1 the results were PLK1 kinase inh -3, CD11b adhes inh 1, CD11b adhes enh -3, Rev-RRE block 2, PLK1 PBD inh 9 and FAK inh 6.
For CCOC(=O)c1sc2nc(NC(=O)C(C)(C)C)sc2c1C the results were PLK1 kinase inh -4, CD11b adhes inh -7, ERa coact pot 118, CD11b adhes enh 0, Rev-RRE block 1, ERa SRC1 inh 2, ERb coact inh 1, PLK1 PBD inh -15 and FAK inh 5.
`C/C(=C\C(=O)O)C12CC3CC(CC(C3)C1)C2` gave PLK1 kinase inh -31, CD11b adhes inh 7, ERa coact pot 111, CD11b adhes enh -2, Rev-RRE block 8, ERa SRC1 inh -3[fluorescence artefact?], ERb coact inh -5, PLK1 PBD inh -17 and FAK inh -2.
Cc1ccnc2nc(C(=O)Nc3nnc(CC(C)C)s3)nn12 was read as PLK1 kinase inh -12, CD11b adhes inh -6, CD11b adhes enh -7, Rev-RRE block 8, PLK1 PBD inh 33 and FAK inh 0.
Screening O=C(CCCc1nc2ccccc2s1)Nc1nccs1 returned PLK1 kinase inh -11, CD11b adhes inh -11, ERa coact pot 87, CD11b adhes enh -2, Rev-RRE block -1, ERa SRC1 inh 1, ERb coact inh -3, PLK1 PBD inh 16 and FAK inh 0.
For Cc1nc2c3c4c(sc3n3c(SCC(=O)NCc5ccco5)nnc3n2n1)COC(C)(C)C4 the results were CD11b adhes inh -19, ERa coact pot 93, CD11b adhes enh -2, ERa SRC1 inh 8 and ERb coact inh 2.
Screening CCO/C(C)=N/n1c2nc3ccccc3nc2c2c(=O)n(C3CCCC3)c(C)nc21 returned PLK1 kinase inh -2, CD11b adhes inh -10, ERa coact pot 102, CD11b adhes enh 2, Rev-RRE block 11, ERa SRC1 inh -6, ERb coact inh 11[fluorescence artefact?], PLK1 PBD inh 28 and FAK inh -1.
`C=C(C)Cn1c(C)cc(C)c(S(=O)(=O)c2ccccc2C)c1=O` gave PLK1 kinase inh -9, CD11b adhes inh 4, ERa coact pot 90, CD11b adhes enh -5, Rev-RRE block 13, ERa SRC1 inh 2, ERb coact inh -1, PLK1 PBD inh -4 and FAK inh 5.
Screening Fc1cccc(NCc2ccoc2)c1 returned PLK1 kinase inh -2, CD11b adhes inh 7, ERa coact pot 104, CD11b adhes enh 1, Rev-RRE block 2, ERa SRC1 inh -9, ERb coact inh -7, PLK1 PBD inh -2 and FAK inh -3.
Cc1ccc2oc(-c3cccc(NC(=O)c4ccc(Br)o4)c3C)nc2c1 was read as PLK1 kinase inh -8, CD11b adhes inh 32, ERa coact pot 114, CD11b adhes enh -3, Rev-RRE block 2, ERa SRC1 inh -11, ERb coact inh -2, PLK1 PBD inh 3 and FAK inh -2.

Gathered by group, those above containing two or more sulfur atoms
For CSc1ccc(S(=O)(=O)Nc2ccc3c(c2)OCCO3)cc1 the results were CD11b adhes inh 46, ERa coact pot 86, CD11b adhes enh -4, ERa SRC1 inh -3 and ERb coact inh -3.
For CCOC(=O)c1sc2nc(NC(=O)C(C)(C)C)sc2c1C the results were PLK1 kinase inh -4, CD11b adhes inh -7, ERa coact pot 118, CD11b adhes enh 0, Rev-RRE block 1, ERa SRC1 inh 2, ERb coact inh 1, PLK1 PBD inh -15 and FAK inh 5.
Screening O=C(CCCc1nc2ccccc2s1)Nc1nccs1 returned PLK1 kinase inh -11, CD11b adhes inh -11, ERa coact pot 87, CD11b adhes enh -2, Rev-RRE block -1, ERa SRC1 inh 1, ERb coact inh -3, PLK1 PBD inh 16 and FAK inh 0.
For Cc1nc2c3c4c(sc3n3c(SCC(=O)NCc5ccco5)nnc3n2n1)COC(C)(C)C4 the results were CD11b adhes inh -19, ERa coact pot 93, CD11b adhes enh -2, ERa SRC1 inh 8 and ERb coact inh 2.

(continued)
For CCOC(=O)C1=C(C)NC(=O)NC1/C=C/c1ccccc1 (stereo not drawn) the results were PLK1 kinase inh -5, CD11b adhes inh -22, ERa coact pot 103, CD11b adhes enh 1, Rev-RRE block 6, ERa SRC1 inh 1, ERb coact inh 5[fluorescence artefact?], PLK1 PBD inh -3 and FAK inh 3.
`O=C1CN(C(=O)C2CC2)c2ccccc2N1` gave PLK1 kinase inh -5, CD11b adhes inh -7, ERa coact pot 102, CD11b adhes enh 20, Rev-RRE block 1, ERa SRC1 inh 0, ERb coact inh -12, PLK1 PBD inh -35 and FAK inh -1.
COc1cc(OC)cc(-c2nnc(SCC(=O)N3CCOCC3)o2)c1 was read as PLK1 kinase inh -1, CD11b adhes inh 13, CD11b adhes enh -3, Rev-RRE block -2, PLK1 PBD inh -12 and FAK inh 8.
Screening COC(=O)c1ccc(OCCOc2ccccc2)cc1 returned PLK1 kinase inh 0, CD11b adhes inh 0, ERa coact pot 106, CD11b adhes enh -1, Rev-RRE block 6, ERa SRC1 inh -6, ERb coact inh -1, PLK1 PBD inh -7 and FAK inh 3.
`O=c1[nH]c(SCc2ccc(Cl)cc2)nc2c1CCC2` gave CD11b adhes inh 5, ERa coact pot 97[fluorescence artefact?], CD11b adhes enh 1, ERa SRC1 inh -7 and ERb coact inh 3.
For O=C(CSc1nnc(-c2cccnc2)o1)Oc1ccccc1 the results were PLK1 kinase inh -3, CD11b adhes inh -14, CD11b adhes enh 3, Rev-RRE block 7, PLK1 PBD inh -16 and FAK inh 2.
`COc1cc(NC(=O)Cc2cccs2)cc(OC)c1` gave PLK1 kinase inh -11, CD11b adhes inh -17, ERa coact pot 93[fluorescence artefact?], CD11b adhes enh -4, Rev-RRE block 4, ERa SRC1 inh -5, ERb coact inh 8, PLK1 PBD inh -3 and FAK inh 0.
Cc1cc2nc(C)n3c4ccccc4nc3n2n1 was read as PLK1 kinase inh -1, CD11b adhes inh -12, ERa coact pot 110[fluorescence artefact?], CD11b adhes enh -5, Rev-RRE block 4, ERa SRC1 inh -4, ERb coact inh -11[fluorescence artefact?], PLK1 PBD inh 4 and FAK inh -4.
Screening CCOC(=O)c1c(NC(C)=O)sc2c(OC)cccc12 returned PLK1 kinase inh -16, ERa coact pot 132, Rev-RRE block 8, ERa SRC1 inh 2, ERb coact inh -5, PLK1 PBD inh -6 and FAK inh -7.
CN(/N=C/c1cccs1)c1cc(=O)n(C)c(=O)[nH]1 was read as PLK1 kinase inh -7, ERa coact pot 99, Rev-RRE block 1, ERa SRC1 inh -10[fluorescence artefact?], ERb coact inh -4, PLK1 PBD inh 5 and FAK inh -2.
Screening Cc1csc(NC(=O)CSc2nc3ccccc3c(=O)[nH]2)n1 returned PLK1 kinase inh 26, CD11b adhes inh 6, ERa coact pot 105, CD11b adhes enh -3, Rev-RRE block 5, ERa SRC1 inh -4, ERb coact inh -7, PLK1 PBD inh -21 and FAK inh 1.
`CCN1CCN(CC(O)COCc2ccccc2)CC1` (stereo not drawn) gave CD11b adhes inh -14, ERa coact pot 131, CD11b adhes enh -1, ERa SRC1 inh -4 and ERb coact inh -6.
Screening CCOC(=O)CSc1nc2sc(C)c(C)c2c(=O)[nH]1 returned PLK1 kinase inh 4, CD11b adhes inh 3, ERa coact pot 97, CD11b adhes enh -3, Rev-RRE block 11, ERa SRC1 inh 2, ERb coact inh -8, PLK1 PBD inh 24 and FAK inh 2.
`CC(=O)NCCc1nc2ccccc2[nH]1` gave PLK1 kinase inh 0, ERa coact pot 123, Rev-RRE block 2, ERa SRC1 inh -5, ERb coact inh -13, PLK1 PBD inh 8 and FAK inh -11.
Screening COc1cc(CC(=O)OCC(=O)Nc2ncc(Cl)cc2Cl)cc(OC)c1OC returned PLK1 kinase inh -8, CD11b adhes inh -16, ERa coact pot 67, CD11b adhes enh -1, Rev-RRE block 7, ERa SRC1 inh 45[fluorescence artefact?], ERb coact inh 40, PLK1 PBD inh -9 and FAK inh 0.
For O=C(c1cccs1)[C@@H]1[C@@H]2C(=O)N(Cc3ccc4c(c3)OCO4)C(=O)[C@@H]2C2c3ccccc3C=CN21 (stereo partly drawn) the results were PLK1 kinase inh -4, CD11b adhes inh -8, CD11b adhes enh 2, Rev-RRE block 20, PLK1 PBD inh -29 and FAK inh 20*.
For O=C(NCc1cccnc1)NC1(c2ccccc2)CC1 the results were PLK1 kinase inh -13, CD11b adhes inh -18, ERa coact pot 104, CD11b adhes enh 1, Rev-RRE block 4, ERa SRC1 inh -4, ERb coact inh -4, PLK1 PBD inh -14 and FAK inh -1.
`COc1ccc(-c2noc(CN(C)S(=O)(=O)c3ccc(C)cc3)n2)cc1` gave PLK1 kinase inh -15, CD11b adhes inh -9, ERa coact pot 117, CD11b adhes enh -2, Rev-RRE block 17, ERa SRC1 inh 1, ERb coact inh -7, PLK1 PBD inh -4 and FAK inh -1.
CCOC(=O)c1sc(-c2ccccc2)cc1N was read as PLK1 kinase inh -6, CD11b adhes inh -7, ERa coact pot 88[fluorescence artefact?], CD11b adhes enh 0, Rev-RRE block 13, ERa SRC1 inh -6[fluorescence artefact?], ERb coact inh 5[fluorescence artefact?], PLK1 PBD inh 3 and FAK inh 0.

Compounds as they come; any-hit rate near 4.7%.
